Screens as filed in PubChem.
CFTR F508del cor: CFTR F508del correction in bronchial cells | AID 720511 | 350,000 compounds, 0.36% hits | CFBE cells, YFP halide quenching; stimulated with forskolin plus potentiator P3; % fluorescence drop versus neutral controls | activity (quench increase), % at 7.58 µM;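 active = mean added fluorescence quench of at least 8% versus neutral control, with both replicates also reaching 8%; inconclusive = only one of the mean or replicate conditions met; inactive = mean below 8% and not both replicates reaching 8%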;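 note: cells transiently co-express mutant CFTR-F508del with the halide-sensitive YFP; corrector assay measuring rescue of mutant channel to the surface after 24 h compound exposure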
FN deposit inh: fibronectin deposition inhibition; 350,000 compounds, 0.086% hits; inhibition, % at 12.6 µM; AID 743247; AH1F fibroblasts, Alexa488-fibronectin deposition fluorescence, overnight;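 active = mean inhibition across replicates of 30% or more, regardless of how many single replicates reach that level; inconclusive = mean under 30% yet at least half of replicates reach 30%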;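 note: positive control wells lacked labelled fibronectin entirely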
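Material: AH1F fibroblast monolayer depositing Alexa488-labelled fibronectin into matrix | Input: 10000 AH1F cells/well | Medium: DMEM plus 2% serum, read in PBS | Reagent: Alexa488-fibronectin, 24 nM final in well | Compound dosing: One dose per compound, pinned | Schedule: 1 h adhesion, overnight exposure | Measured by: Fluorescence at 485 nm excitation, 525 nm emission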
miR-122 sensor: inhibitors of miR-122 in Huh7 cells; Huh7 miR-122 Renilla luciferase sensor, 48 h; neutral wells = 0, positive control = 100; activation (reporter increase), % at 12.5 µM; 340,000 compounds, 0.3% hits;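 active = mean replicate activation score at least 90 and every replicate individually at or above 90; inconclusive = only one of the two criteria met; inactive = neither criterion met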;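 note: higher luciferase means less miR-122 activity so hits act as miR-122 inhibitors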
PAX8 inh HTS: inhibitors of PAX8 transcriptional activity in RMG-I cells | RMG-I TPO-luciferase reporter, SteadyGlo, 24 h | inhibition, % at 12.6 µM | 360,000 compounds, 1.2% hits;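 active = mean replicate inhibition at least 60% with every replicate also reaching 60%; inconclusive = only one of the two criteria is met; inactive = mean below 60% and not all replicates reaching 60%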;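 note: luciferase light reporting Pax8 driven TPO promoter activity; plate controls were median of neutral control wells for no effect and mitoxantrone controls for full effect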
DENV2 CPE rescue: protects cells from dengue virus 2 cytopathic effect | CPE inhibition, % at 9.99 µM | DENV2-infected cells, cytopathic effect rescue, plate reader | AID 651640 | 350,000 compounds, 1.7% hits; in the data active = CPE inhibition above about 20%, passing the limit was not always enough; inconclusive = no clear call, values can overlap the other calls; tested in BHK-21 cells;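 note: 0% = median of neutral control wells and 100% = median of positive control wells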
INS-1E GSIS act: GLuc luminescence reporter in INS-1E cells, primary screen for activators of glucose-dependent secretion of insulin | INS-1E GLuc reporter insulin secretion, 2-3 h | activation, % at 16.6 µM | 370,000 compounds, 0.61% hits | AID 743287;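 active = lowest replicate activation of at least 40%, so every replicate reaches that level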;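 note: 0% = median of neutral control wells and 100% = median of IBMX positive control wells; some compounds called inactive have numbers as strong as hits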
EWS-Fli block: inhibitors of EWS/Fli oncoprotein transcriptional activity | inhibition, % at 12.6 µM | A673 NR0B1-luciferase reporter, viability-normalised | AID 651661 | 350,000 compounds, 0.67% hits;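 active = mean inhibition of at least 50% after viability correction, with every replicate also passing that limit; inconclusive = mean reaches 50% but only one of two replicates passes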;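 note: firefly luciferase signal divided by Alamar Blue viability fluorescence both relative to DMSO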
Numbers without * were called inactive; ? = inconclusive; . = not tested or not shown; [ ] = remark or other dose. Compounds were not picked by outcome; overall some 3.9% were active at least once.

entry	SMILES	CFTR F508del cor	FN deposit inh	miR-122 sensor	PAX8 inh HTS
1	O=C(NC1CCN(C(=O)Nc2cccc(F)c2)CC1)c1ccco1	0.7	2	.	-4
2	Cc1ccc([C@@H]2C3COCC=C3C(C#N)=C(N)C2(C#N)C#N)o1 (stereo partly drawn)	4.5	.	-2	.
3	O=C(Nc1ccccc1)c1ccc(=O)n(Cc2cccc(Cl)c2)c1	0.6	7	.	29
4	O=C(Nc1nnc([C@H]2C[C@H](O)[C@@H](CO)O2)s1)Nc1cccc2c1CCCC2	-0.9	7	-4	8
5	CCCNC(=O)N1[C@H](C#N)[C@@H](c2ccccc2-c2ccccc2F)[C@H]1CO	2.2	-5	.	.
6	Cc1cccc(-c2nc3ccccc3c(=O)n2N)c1	0.9	0	3	-5
7	O=C(O)CCC(=O)OCC1CCCCC1	.	-1	-2	-2
8	CO[C@@H]1CN(C)C(=O)c2cc(NC(=O)Nc3ccccc3F)ccc2OC[C@H](C)N(C)C[C@H]1C	0.7	5	12[16.7 µM]	.
9	Cn1cnc(S(=O)(=O)N2CCCCC2c2cc(C(=O)NCc3ccc(Cl)c(Cl)c3)no2)c1 (stereo not drawn)	1.5	8	-6	21
10	O=C(c1ccncc1)N1C[C@@H]2[C@H](c3ccccc31)[C@@H](CO)N2C(=O)c1ccccc1F	-2.4	.	-20[16.7 µM]	3
11	O=C(COC(=O)c1ccccc1OCc1ccccc1Cl)NCC1CCCO1 (stereo not drawn)	-2.5	2	3	2
12	COC(=O)c1ccsc1NC(=O)c1ccccc1	8.6*	7	-3	16
13	Cc1nn(-c2cccc(Cl)c2)nc1C(=O)Nc1cccc(C(=O)NC2CC2)c1	-1.5	-5	.	-10
14	CC(NC(=O)CSc1nnc(COc2ccccc2)o1)c1ccccc1 (stereo not drawn)	.	6	1	-10
15	CC(/C=C1\SC(=S)N(NS(=O)(=O)c2ccccc2)C1=O)=C\c1ccccc1	-2.5	-5	4	1

entry	DENV2 CPE rescue	INS-1E GSIS act	EWS-Fli block
1	2	-20	6
2	.	9	6
3	-3	-23	9
4	0	.	-5
5	-5	-3	1
6	-1	16	3
7	.	3	.
8	7	2	-2
9	-4	-27	-11
10	-8	6	1
11	4	-7	-1
12	13	6	-17
13	6	.	11
14	.	-13	.
15	?	-20	-3

Complete entries as entered above:
CO[C@@H]1CN(C)C(=O)c2cc(NC(=O)Nc3ccccc3F)ccc2OC[C@H](C)N(C)C[C@H]1C reads CFTR F508del cor = 0.7; FN deposit inh = 5; miR-122 sensor = 12[16.7 µM]; PAX8 inh HTS = .; DENV2 CPE rescue = 7; INS-1E GSIS act = 2; EWS-Fli block = -2
O=C(NC1CCN(C(=O)Nc2cccc(F)c2)CC1)c1ccco1 reads CFTR F508del cor = 0.7; FN deposit inh = 2; miR-122 sensor = .; PAX8 inh HTS = -4; DENV2 CPE rescue = 2; INS-1E GSIS act = -20; EWS-Fli block = 6

(more compounds)
entry	SMILES	CFTR F508del cor	FN deposit inh	miR-122 sensor	PAX8 inh HTS
16	CN(c1ccccc1)c1ccc(/C=C(/CCC(=O)O)c2nc3ccccc3s2)cc1[N+](=O)[O-]	0.2	-1	.	-6
17	C[C@@H]1CN([C@@H](C)CO)C(=O)CCCn2cc(nn2)CO[C@@H]1CN(C)Cc1ccncc1	0.5	-6	1[16.7 µM]	4
18	Cc1ccccc1CS(=O)(=O)CC(O)CN1CCCC1=O (stereo not drawn)	0.7	-2	2	-21
19	COc1cccc(N2CCN(C(=O)CN(c3ccc(C)cc3)S(=O)(=O)c3c(C)n[nH]c3C)CC2)c1	0.6	6	-4	9
20	CC(C)c1ccc(C(=O)NCCCN2CCN(CCCNC(=O)c3ccc(C(C)C)cc3)CC2)cc1	.	8	.	-4
21	O=C(COC(=O)[C@@H]1CC(O)CN1S(=O)(=O)c1ccc2c(c1)OCCO2)Nc1ccccc1F (stereo partly drawn)	0.3	0	1	-12
22	CC[C@@H]1C=C(C(=O)O)[C@H](c2ccc(C#N)cc2)N1S(=O)(=O)c1ccc(C)cc1	0.5	13	7	7
23	CSc1ccccc1C(=O)Nc1cc(C)ccc1C	1.3	-11	.	-20
24	Cc1csc(NC(=O)c2ccc3c(c2)OCO3)n1	0.2	0	-5	-157
25	Cc1ccc(S(=O)(=O)n2oc(=O)c(C3CCCCC3)c2N)cc1	0.1	-11	.	26
26	C[C@@H]1CN([C@H](C)CO)S(=O)(=O)c2ccc(-c3ccc(C(=O)N(C)C)cc3)cc2O[C@@H]1CN(C)Cc1ccc2c(c1)OCO2	-2.1	.	9[16.7 µM]	.
27	CCCCc1ccc(CC(=O)O)cc1	.	10	-4	-3
28	Cc1ccc(S(=O)(=O)N(C)C[C@@H]2Oc3ccc(NS(=O)(=O)c4cccs4)cc3CC(=O)N([C@H](C)CO)C[C@@H]2C)cc1	2.5	.	5[16.7 µM]	13
29	CCNC(=O)CC1C(=O)N(c2ccc(F)cc2)C(=S)N1CCc1ccncc1 (stereo not drawn)	-0.9	.	.	8
30	C[C@H](CO)N1C[C@H](C)[C@H](CN(C)Cc2ccc(C(=O)O)cc2)OCCCC[C@H](C)Oc2ccc(NS(=O)(=O)c3cn(C)cn3)cc2C1=O	1.7	.	2[16.7 µM]	-4

entry	DENV2 CPE rescue	INS-1E GSIS act	EWS-Fli block
16	6	.	-4
17	.	8	-5
18	4	6	-9
19	-8	.	3
20	.	-32	28
21	4	4	-8
22	4	0	3
23	0	12	5
24	4	11	-84
25	0	-36	-7
26	15	-13	16
27	.	.	.
28	0	5	2
29	-2	-7	4
30	9	17	-20

(listing goes on)
entry	SMILES	CFTR F508del cor	FN deposit inh	miR-122 sensor	PAX8 inh HTS
31	Cn1nnnc1Sc1ncnc2scc(-c3cccc(Br)c3)c12	-3.1	-11	-6	91*
32	N#Cc1nc(-c2ccccc2Cl)oc1N1CCN(C(=O)c2ccco2)CC1	-0.2	-7	-9	20
33	C[C@@H]1CN([C@H](C)CO)C(=O)c2cc(/C=C/c3ccccc3)cnc2O[C@@H]1CN(C)C(=O)c1cnccn1	0.3	2	-4[16.7 µM]	.
34	COc1cc(N)c(Cl)cc1C(=O)OCC(=O)NC(=O)NCc1ccco1	0.8	2	0	7
35	FC(F)(F)c1ccc(N=Cc2sc(N3CCOCC3)nc2-c2ccccc2)cc1	1.4	3	0	5
36	Cc1noc(C)c1NC(=O)Nc1ccc2c(c1)C(=O)N([C@H](C)CO)C[C@@H](C)[C@H](CN(C)S(=O)(=O)c1cccs1)O2	-2.4	.	-3[16.7 µM]	.
37	CC1(c2ccccc2)NC(=O)N(CC(=O)N2CCc3ccccc32)C1=O (stereo not drawn)	1.2	.	-1	21
38	O=C(CCC(=O)c1ccc(F)cc1)Nc1cccc(C(F)(F)F)c1	-2.7	7	-8	8
39	C[C@H](CO)N1C[C@H](C)[C@H](CN(C)Cc2ccc(Cl)c(Cl)c2)Oc2c(NC(=O)Nc3ccccc3)cccc2C1=O	1.5	-5	84[16.7 µM]	17
40	Cc1ccccc1OCC(=O)Nc1cccc(N(C)S(C)(=O)=O)c1	0.0	.	4	.
41	O=C(O)C[C@H]1CC[C@H](NC(=O)CCN2CCCCC2)[C@H](CO)O1	0.1	9	.	-2
42	COc1ccc(NC(=O)CN(C)CC(=O)Nc2cccc(S(=O)(=O)N(C)c3ccccc3)c2)cc1	0.4	14	3	19
43	COC(=O)C1=C(C)N(Cc2cccc(C(F)(F)F)c2)C(=NCc2ccc(C(F)(F)F)cc2)NC1c1ccc(Cl)cc1 (stereo not drawn)	-0.7	-9	.	12
44	O=C(NCc1ccccc1)C(CCc1ccccc1)n1c(=O)c(-c2ccccc2)nc2ccccc21 (stereo not drawn)	-4.6	-4	.	20
45	Cc1noc(C)c1S(=O)(=O)Nc1ccc2c(c1)CC(=O)N([C@H](C)CO)C[C@@H](C)[C@@H](CN(C)Cc1ccc(C(=O)O)cc1)O2	1.4	.	10[16.7 µM]	-26

entry	DENV2 CPE rescue	INS-1E GSIS act	EWS-Fli block
31	0	36	?
32	-3	13	.
33	16	1	-8
34	9	-6	-2
35	2	1	-18
36	11	7	1
37	-1	-3	2
38	-4	-3	-6
39	2	-28	-1
40	1	6	-24
41	-6	2	.
42	4	-31	0
43	0	.	41
44	-5	25	12
45	-5	2	2

Continued:
entry	SMILES	CFTR F508del cor	FN deposit inh	miR-122 sensor	PAX8 inh HTS
46	CCCNC(=O)[C@@H]1[C@@H](CO)[C@@H]2Cn3c(ccc(-c4ccccc4)c3=O)[C@H]1N2Cc1ccccc1F	1.5	.	12[16.7 µM]	.
47	COCCNC(=O)c1cc2c(c(-c3cccc(-c4cccc(F)c4)c3)n1)[C@@H](CCO)N(S(=O)C(C)(C)C)C2 (stereo partly drawn)	.	.	.	11
48	C=CCSc1nnc(-c2c[nH]c3ccccc23)n1CC	0.2	2	10	12
49	O=[N+]([O-])c1ccc(N/N=C\c2cccnc2)nc1	-5.0	2	.	-10
50	O=C(CN1C(=O)c2cccc3cccc1c23)NCc1ccc2c(c1)OCO2	.	-4	3	.
51	Cn1cccc1C(=O)NNC(=O)COc1ccccc1F	-1.0	.	-5	-117
52	CC(Sc1nccn1C)C(=O)c1ccc(Br)cc1 (stereo not drawn)	-0.6	0	0	-22
53	Cc1ccc(/C=C/C(=O)NCc2cccs2)o1	-2.6	4	.	-1
54	C/C=C/c1ccc([C@H]2[C@@H](CO)N(C(C)=O)[C@@H]2CN(CCOC)C(C)=O)cc1	-0.9	-6	.	.
55	CN(C)CCCN(Cc1ccccc1)C(=S)Nc1ccc(SC(F)F)cc1	0.8	-9	-6	15
56	CCOc1ccc(NC(=O)CSc2nnc(C3CC3)n2N)cc1	-1.1	.	-1	.
57	CCC(C)NCCOCCOc1ccc(Cl)c2ccccc12 (stereo not drawn)	2.4	-2	-5	9
58	O=C(C[C@H]1C[C@@H]2c3cc(NC(=O)NC4CCCC4)ccc3O[C@@H]2[C@@H](CO)O1)NCc1cccc(F)c1	-1.2	.	-4[16.7 µM]	5

entry	DENV2 CPE rescue	INS-1E GSIS act	EWS-Fli block
46	-3	-15	-7
47	5	.	5
48	-3	0	-12
49	-2	.	-87
50	.	4	.
51	-2	1	-40
52	6	11	-21
53	-3	-41	8
54	5	-3	.
55	-4	-15	4
56	4	-38	9
57	-1	-14	21
58	4	-1	2
